# NPC1 prom act: qHTS Assay for NPC1 Promoter Activators. Potency, µM (top dose mostly 9.22 µM), for the others: at the top dose activation, actives largely listed as activators. AID 485313, 2010. 320,000 compounds, 2.4% hits. Huh7 NPC1 promoter luciferase reporter, 24 h;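 further: potency means the concentration at half of the fitted maximal effect; % of control where 0% means no effect; nearly all actives have a fitted effect of over 60% in size; reporter is driven by a mutant NPC1 promoter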
#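 Luciferase expression driven by the NPC1 promoter was measured in stably transfected Huh7 cells after a 24 h compound incubation, using a luciferase reagent and a luminescence read.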
# FLuc modulator: qHTS profiling assay for firefly luciferase inhibitor/activator using purifed enzyme and Km concentrations of substrates (counterscreen for miR-21 project); Luciferin 4-monooxygenase (Photinus pyralis), P08659; purified FLuc, Km substrates, luminescence inhibition; Potency, µM (top dose mostly 57.5 µM), for the others: at the top dose activity change, negative = inhibition, most hits filed as inhibitors; 360,000 compounds, 6.9% hits; AID 588342, 2011;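 further: potency means the concentration at half of the fitted maximal effect; plate controls were vehicle for no effect and reference inhibitor for full effect; nearly all actives have a fitted effect of over 55% in size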
# Target sequence (P08659 whole entry, looked up): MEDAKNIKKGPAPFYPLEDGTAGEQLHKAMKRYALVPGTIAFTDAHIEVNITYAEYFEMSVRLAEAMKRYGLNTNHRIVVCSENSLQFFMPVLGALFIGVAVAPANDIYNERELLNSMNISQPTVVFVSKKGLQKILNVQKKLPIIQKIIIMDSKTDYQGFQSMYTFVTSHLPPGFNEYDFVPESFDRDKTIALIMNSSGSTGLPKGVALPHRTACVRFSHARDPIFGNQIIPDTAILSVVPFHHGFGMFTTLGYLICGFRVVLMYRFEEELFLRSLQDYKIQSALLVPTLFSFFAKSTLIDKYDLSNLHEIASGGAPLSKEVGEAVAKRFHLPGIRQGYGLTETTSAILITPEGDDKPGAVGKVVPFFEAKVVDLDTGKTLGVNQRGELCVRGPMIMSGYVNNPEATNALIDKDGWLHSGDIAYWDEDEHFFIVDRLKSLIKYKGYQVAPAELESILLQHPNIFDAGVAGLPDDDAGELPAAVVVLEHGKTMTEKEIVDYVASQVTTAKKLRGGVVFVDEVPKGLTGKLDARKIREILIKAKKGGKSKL
#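 Purified P. pyralis luciferase (10nM final) with 10uM D-luciferin and 10uM ATP (Km levels) in 50mM Tris acetate pH 7.5, 10mM Mg acetate, 0.01% Tween-20, 0.05% BSA; qHTS 6-point titration, ~60 µM downward; luminescence read.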
# MBNL1-CUG inh: qHTS Assay for Inhibitors of MBNL1-poly(CUG) RNA binding; 280,000 compounds, 0.036% hits; TR-FRET MBNL1-His/biotin-(CUG)12 binding, 665/545 ratio; AID 2675, 2010; Potency, µM (doses to about 57.5 µM), for the others: top-dose activity change, negative = inhibition, actives largely listed as inhibitors; Muscleblind-like protein 1 (Homo sapiens), Q9NR56; active means well fitted inhibition curve with a large enough effect in the signal ratio, with a control signal flat, not every such curve was filed as active; inconclusive means small, poorly fitted or top-dose-only effect, or effect the other way, or a change in a side signal; inactive means no such curve, though single readings can be large or run the other way; the % refers to the signal ratio; further: potency means the concentration at half of the fitted maximal effect; on the % scale 0 is the no-effect control and ±100 the full control effect
# Target sequence (Q9NR56 whole entry, looked up): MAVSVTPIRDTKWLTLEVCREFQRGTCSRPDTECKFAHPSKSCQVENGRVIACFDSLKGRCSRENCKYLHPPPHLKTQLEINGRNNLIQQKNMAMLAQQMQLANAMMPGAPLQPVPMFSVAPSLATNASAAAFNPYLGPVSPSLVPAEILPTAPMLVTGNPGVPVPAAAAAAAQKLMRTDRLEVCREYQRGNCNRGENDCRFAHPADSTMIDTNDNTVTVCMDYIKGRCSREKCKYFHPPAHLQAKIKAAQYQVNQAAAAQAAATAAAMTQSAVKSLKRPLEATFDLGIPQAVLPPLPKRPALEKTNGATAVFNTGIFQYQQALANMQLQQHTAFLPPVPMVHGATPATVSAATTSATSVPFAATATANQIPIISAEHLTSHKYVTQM
#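 TR-FRET between His-tagged MBNL1 and biotin-(CUG)12 RNA, detected with Tb anti-His antibody (0.055 ng/ul) and streptavidin-XL665 (5 nM), 60 min at room temperature. Compounds titrated 92 nM to 58 uM; 665/545 nm ratio normalized to buffer and complex controls.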
# Menin MLL FP TR: qHTS Assay for Inhibitors Targeting the Menin-MLL Interaction in MLL Related Leukemias: Competition With Texas Red Labeled MLL-derived Mutant Peptide | Potency, µM (top dose mostly 61.6 µM), without a hit: top-dose FP activity change, negative = inhibition, actives largely listed as inhibitors | 270,000 compounds, 0.23% hits | AID 1768, 2009 | O00255 | Menin + Texas Red MLL mutant peptide, fluorescence polarization; active means well fitted inhibition curve with a large enough effect in the polarisation, with a control signal flat, not every such curve was filed as active; inconclusive means small, poorly fitted or top-dose-only effect, or effect the other way, or a change in a side signal; inactive means no such curve, though single readings can be large or run the other way; the % refers to the polarisation; further: potency means the concentration at half of the fitted maximal effect; % of control where 0% means no effect; many of its hits are not listed in these tables
# KCNH2 3.1 inh: qHTS for Inhibitors of KCHN2 3.1: Mutant qHTS. activity change, % (tested at about 1.8 µM). 340,000 compounds, 0.95% hits. AID 720553, 2013. Potassium voltage-gated channel subfamily H member 2, brain isoform KCNH2 3.1 (human). U2OS KCNH2 3.1, thallium flux FluxOr; stronger effect = lower value;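 active means maximum activity change below -70%; inconclusive means maximum activity change from -70% to -50%; inactive means maximum activity change above -50%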;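 further: thallium influx rate constant from kinetic fluorescence after stimulation buffer; on the % scale 0 is the no-effect control and ±100 the full control effect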
#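 Thallium flux via FluxOr fluorescence (Red40 quencher, 45 min loading) in U2OS cells virally expressing the KCNH2 3.1 isoform (1.77 x 10^8 /mL virus, overnight at 37 C). Rate constants from 2-min kinetic reads post-stimulation, normalised to positive and negative controls.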
# RORg inh: qHTS for inhibitors of ROR gamma transcriptional activity | Nuclear receptor ROR-gamma (Mus musculus), P51450 | 310,000 compounds, 5.4% hits | Potency, µM (highest dose often 53.6 µM), without a hit: top-dose activity change, negative = inhibition, actives largely listed as inhibitors | Drosophila S2 Gal4-RORgamma UAS-luciferase reporter, 20 h | AID 2551, 2010; further: potency means the concentration at half of the fitted maximal effect; on the % scale 0 is the no-effect control and ±100 the full control effect; nearly all actives have a fitted effect of over 60% in size
#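 Luminescence from a UAS-regulated Photinus luciferase reporter in stably transfected Drosophila Schneider cells is measured; decreased signal marks ROR gamma inhibition. Fusion expression is induced by 700 uM copper sulfate for 20 hr.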
# PKM2 act: qHTS Assay for Activators of Human Muscle isoform 2 Pyruvate Kinase; 260,000 compounds, 0.34% hits; AID 1631, 2009; Pyruvate kinase PKM (Homo sapiens), P14618; purified PKM2, Kinase-Glo ATP luminescence, activation; response scale: 0% is enzyme alone, no compound; Potency, µM (titrated, usually from 57.5 µM), without a hit: top-dose activation, most hits filed as activators; further: potency means the concentration at half of the fitted maximal effect; on the % scale 0 is the no-effect control and ±100 the full control effect; nearly all actives have a fitted effect of over 55% in size
#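 ATP formation by purified human PK-M2, quantified via coupled luciferase luminescence after 1 h at room temperature with 0.1 mM ADP and 0.5 mM PEP final.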
# Mito fusion yeast: qHTS Assay for Small Molecule Inhibitors of Mitochondrial Division or Activators of Mitochondrial Fusion; S. cerevisiae fusion-defective mutant growth rescue, CellTiterGlo 48 h; Potency, µM (titrated, usually from 46.1 µM), for the others: at the highest dose growth rescue (activation), hits mostly activators; 320,000 compounds, 0.23% hits; AID 485298, 2010;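 further: potency means the concentration at half of the fitted maximal effect; % of control where 0% means no effect; nearly all actives have a fitted effect of over 45% in size; temperature-sensitive fusion mutants such as fzo1-1 at 37 °C on non-fermentable ethanol glycerol medium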
#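 Compounds are tested for their ability to restore growth of mitochondrial fusion-defective yeast strains at non-permissive 37C in YPEG medium over 48 hours. Viability is quantified by luciferase luminescence.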
# Rab9 prom act: qHTS Assay for Rab9 Promoter Activators; Potency, µM (doses to about 9.22 µM), for the others: at the highest dose activation, negative = inhibition, hits mostly activators; Huh7 Rab9 promoter-luciferase reporter, luminescence, 24 h; 320,000 compounds, 2.8% hits; AID 485297, 2010; further: potency means the concentration at half of the fitted maximal effect; % of control where 0% means no effect; nearly all actives have a fitted effect of over 60% in size
#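 Steps: seed 1500 Huh7 Rab9-luc cells per well, rest 2 h at 37 °C; add compound in DMSO; incubate 24 h; add luciferase reagent, 10 min ambient; read luminescence.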
# VP16 counter: VP16 counterscreen qHTS for inhibitors of ROR gamma transcriptional activity | Potency, µM (series often up to 53.6 µM), inactives show top-dose activity, negative = inhibition, actives largely listed as inhibitors | Drosophila S2 Gal4-VP16 UAS-luciferase, luminescence, 20 h | AID 2546, 2010 | 310,000 compounds, 3.5% hits;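 further: Gal4-VP16 expression switched on by copper sulfate through the metallothionein promoter; potency means the concentration at half of the fitted maximal effect; on the % scale 0 is the no-effect control and ±100 the full control effect; nearly all actives have a fitted effect of over 50% in size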
# ELG1 repair inh: qHTS screen for small molecules that inhibit ELG1-dependent DNA repair in human embryonic kidney (HEK293T) cells expressing luciferase-tagged ELG1. HEK293T ELG1-luciferase reporter, luminescence, 16 h; DNA damage induced by 5-fluorouridine. Potency, µM (doses to about 46.1 µM), for inactives: at the top dose activity change, negative = inhibition, usual class: inhibitors. 330,000 compounds, 2.3% hits. AID 504467, 2011; further: potency means the concentration at half of the fitted maximal effect; on the % scale 0 is the no-effect control and ±100 the full control effect; nearly all actives have a fitted effect of over 55% in size
#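 5-Fluorouridine DNA damage + compound/DMSO, 2,000 cells/well, 16 h, 37 °C/5% CO2. ONE-Glo, 30 min RT, luminescence. Readout = decrease in reporter signal.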
# Active calls of the source: *; u = inconclusive; x = not tested or not shown; [ ] = remark or other dose. Unless noted, the call rests on the fitted dose curve; in most records, active means well fitted curve in the direction sought with a large enough effect; inconclusive means small, poorly fitted or top-dose-only effect, or another doubt; inactive means no such curve, though single readings can be large; an effect the other way counts as inactive or inconclusive. This is a subset, so the mix of outcomes need not match the whole.
SMILES,NPC1 prom act,FLuc modulator,MBNL1-CUG inh,Menin MLL FP TR,KCNH2 3.1 inh,RORg inh,PKM2 act,Mito fusion yeast,Rab9 prom act,VP16 counter,ELG1 repair inh
O=C1[C@H]2[C@@H](c3ccc(F)cc3)N3C(=O)N(c4cccc(Cl)c4)C(=O)[C@@]3(Cc3ccc(Cl)cc3)[C@H]2C(=O)N1C1CCCCC1,-6%,2%,-10%,-13%,-9,11%,0%,3%,-7%,-8%,-12%
Cc1cccc(C)c1OCC(=O)NNC(=O)CCNC(=O)c1ccco1,-1%,-1%,x,x,18,x,x,-5%,1%,x,5%
O=S(=O)(NCCSc1nc2ccccc2o1)c1ccccc1,-2%,4%,-14%,-3%,-1,u,28%,24%,-4%,13%,-24%
COc1ccccc1-n1c(SCC(=O)Nc2cccc(C(=O)O)c2)nnc1-c1ccccc1O,0%,-2%,-2%,1%,4,-6%,2%,-1%,0%,-1%,-7%
O=C(NNC(=O)C1CC2CCC1C2)c1sc2ccccc2c1Cl (stereo not given),u,24µM*,u,5%,-1,u,-1%,17%,u,u,u
O=C(c1cnccn1)N1CCc2c([nH]c3ccccc23)C1c1cccc(Cl)c1 (stereo not given),-1%,-3%,11%,6%,-4,5%,4%,u,2%,13%,-18%
CC/C(=N\NC(=O)C1CC1)c1cccc(Cl)c1,1%,-12%,-2%,8%,5,30%,7%,-4%,7%,0%,12%
O=C(Cn1nnc2ccccc21)Nc1ccccc1[N+](=O)[O-],-4%,-1%,-9%,-13%,-12,1%,-3%,-6%,-3%,-5%,-6%
O=C(CN1CCCC1)N1c2ccccc2Sc2ccc(C(F)(F)F)cc21,-4%,2%,-11%,-9%,-1,-11%,-16%,-4%,2%,10%,12%
Cn1c(CNc2ccc(Cl)cc2)nnc1SCCN1CCCCC1,-9%,3%,u,21%,3,-20%,2%,1%,1%,-3%,1%
Cc1ccccc1-n1nc(CSc2nc3ccccc3[nH]2)c(-c2ccccc2)c1N,2%,-6%,-8%,-13%,-23,u,0%,23%,-3%,u,u
Cc1ccc(N(C(C)C(=O)Nc2ccccc2C(=O)N2CCOCC2)S(C)(=O)=O)cc1C (stereo not given),-5%,2%,-3%,-19%,2,-32%,-2%,1%,-7%,14%,9%
COc1ccc(C2Nc3ccccc3C(=O)N2NS(=O)(=O)c2ccc(C)cc2)c(OC)c1 (stereo not given),3%,0%,-8%,-20%,7,-18%,4%,-11%,-3%,-2%,7%
COC(=O)C1=C(C)Nc2nc(SCc3ccccc3)[nH]c(=O)c2C1c1cccs1 (stereo not given),-4%,2%,15%,12%,-30,9%,0%,-2%,-15%,4%,-10%
NC(=O)c1ccsc1NC(=O)COC(=O)c1cnccn1,-6%,2%,x,x,5,x,x,0%,-2%,x,14%
COc1ccc2cc(CN(Cc3cccnc3)Cc3nnnn3Cc3ccccc3)c(=O)[nH]c2c1,11%,0%,3%,-25%,-5,u,0%,2%,8%,-2%,u
CC(C)(C)NS(=O)(=O)CC12CCC(CC1=O)C2(C)C (stereo not given),-2%,0%,-5%,-2%,7,5%,-2%,1%,-3%,-3%,-2%
O=c1c2c([N+](=O)[O-])cc([N+](=O)[O-])cc2nc2ccccn12,-1%,3%,u,u,16,-20%,-2%,-13%,1%,16%,-3%
O=C(CCS(=O)(=O)c1ccc(F)cc1)Nc1nc(-c2ccccn2)cs1,-3%,1%,0%,-1%,11,10µM*,0%,4%,-4%,-22%,u
CC(=O)Nc1cccc(Oc2ccc3c(c2)C(=O)N(CCC(=O)O)C3=O)c1,1%,-6%[2.3 µM],u,13%,22,-6%,-10%,-4%,1%,-6%,18%
Cc1cccc(NC(=O)N2CCC(c3nc4ccccc4o3)CC2)c1,-3%,-2%,11%,1%,-5,27%,-3%,5%,-3%,5%,-13%
CCOc1ccc(N(CC(N)=O)S(=O)(=O)c2ccc(F)cc2)cc1,-3%,0%,u,2%,-1,-13%,11%,0%,-4%,12%,u
COc1ccc(NC(=O)Cc2c(F)cccc2Cl)c(OC)c1,-6%,-1%,-13%,-5%,13,4%,-1%,-5%,1%,-1%,5%
CCC(=O)N=C1SC2CS(=O)(=O)CC2N1c1cccc(OC)c1 (stereo not given),4%,1%,-1%,-22%,-2,37%,-2%,1%,8%,-2%,4%
Cc1ccc(SCCC(=O)N/N=C/c2ccccc2O)cc1,-1%,-1%,15%,11%,-9,0.63µM*,-3%,4%,-11%,0.63µM*,-11%
CCOc1ccc(C(=O)Nc2ccccc2C(=O)O)cc1,0.63µM*,0.95µM*,-5%,u,26,6.3µM*,-5%,1%,1µM*,u,u
COc1ccc(N2C(=O)C3CCCN3C2c2ccc(C)o2)cc1 (stereo not given),-3%,4%,-2%,-5%,-2,-1%,-2%,-6%,0%,3%,12%
CC1CN(c2nc(-c3ccccc3)nnc2-c2ccccc2)CC(C)O1 (stereo not given),-4%,5%,0%,-7%,-37,-6%,10%,7%,8%,0%,u
Cc1ccc(N(CCC#N)C(=O)COC(=O)c2ccccc2SCC(=O)N2CCCC2)cc1,-2%,2%,x,x,1,x,x,12%,-6%,x,-21%
O=C(CCN1CCCCC1)c1ccc2c(c1)OCCO2,0%,-1%,-1%,1%,-27,11µM*,0%,-1%,2%,7.9µM*,10%
O=C(Cn1cncn1)N1CCN(c2ccc(F)cc2)CC1,-5%,2%,-3%,13%,17,-1%,-1%,3%,-4%,-1%,-2%
COC(=O)c1ccc(CSc2ccc3nnc(-c4ccccn4)n3n2)o1,-1%,-5%,u,-18%,-12,11µM*,20%,-5%,-5%,u,2%
COC(=O)C(Cc1ccccc1)NC(=O)CCNC(=O)c1ccc(Br)cc1 (stereo not given),-3%,0%,5%,3%,15,14%,-3%,4%,0%,-2%,u
COc1ccc(NS(=O)(=O)c2ccc(C)c(C(=O)N3CC(C)OC(C)C3)c2)cc1 (stereo not given),-2%,1%,x,x,-19,x,x,3%,7%,x,0%
COCCNC(=O)CS(=O)Cc1nc(-c2ccccc2C)oc1C (stereo not given),-1%,3%,-7%,-1%,0,17%,3%,-3%,-6%,-3%,3%
Cn1c(=O)c2c(SCC(=O)NCC3CCCO3)nc(-c3cccs3)nc2n(C)c1=O (stereo not given),-1%,0%,0%,-6%,x,15%,-1%,2%,-3%,10%,10%
Cc1ccc(Nc2nc(-c3cccnc3)cs2)cc1Cl,25%,4.8µM*,2%,u,4,-19%,8%,16%,u,u,u
NC(=O)N1OCC2COc3ccc4ccccc4c3C21 (stereo not given),3%,-8%,3%,2%,-1,-1%,-1%,2%,-6%,13%,u
NC(=S)N/N=C1\CC(c2ccc3c(c2)OCCCO3)Oc2ccc(F)cc21 (stereo not given),-1%,15µM*,u,x,-19,-5%,-4%,-5%,1%,0.56µM*,3.7µM*
CN(C)CCNc1nc2sc3c(c2c(=O)n1-c1ccccc1)CCCCC3,-4%,-6%,-10%,x,-3,15%,-3%,-1%,1%,-8%,13%
Cc1c(Br)c([N+](=O)[O-])nn1C(C)C(=O)Nc1c(C)n(C)n(-c2ccccc2)c1=O (stereo not given),-1%,2%,15%,25%,1,1%,2%,1%,-1%,-1%,-17%

# Compound activity as filed in PubChem BioAssay.
